Mcl1 Bid PPI: Mcl-1/Bid interaction inhibition | Q07820 | TR-FRET Mcl-1/Bid-Dy647 peptide binding, 1536-well | inhibition, % at 21.7 µM | 220,000 compounds, 0.97% hits | AID 1021;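 active = compounds that cut the binding signal by more than half at the single screening dose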;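 also: His-tagged Mcl-1 with europium anti-His antibody binding Bid BH3 peptide; 0% = Mcl-1 plus peptide wells and 100% = peptide-only wells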
Target sequence (Q07820 whole entry, looked up): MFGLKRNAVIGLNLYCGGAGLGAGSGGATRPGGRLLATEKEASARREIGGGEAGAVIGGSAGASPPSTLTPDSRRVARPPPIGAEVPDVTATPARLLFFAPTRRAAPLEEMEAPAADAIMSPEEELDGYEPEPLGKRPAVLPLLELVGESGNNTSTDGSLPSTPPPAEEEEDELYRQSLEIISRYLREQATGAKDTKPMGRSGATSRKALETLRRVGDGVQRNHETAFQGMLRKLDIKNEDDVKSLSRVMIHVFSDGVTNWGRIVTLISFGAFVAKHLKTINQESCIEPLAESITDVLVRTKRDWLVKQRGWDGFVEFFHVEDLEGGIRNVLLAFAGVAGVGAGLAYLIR
Mcl1 Noxa PPI: Mcl-1/Noxa interaction inhibition; TR-FRET Mcl-1/Noxa peptide binding, 2 h; 220,000 compounds, 1.5% hits; AID 1022; inhibition, % at 21.7 µM; Q07820;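 active = compounds that cut the protein-peptide binding signal by more than 50% relative to plate controls in a single-dose test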;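 also: His-tagged Mcl-1 with rhodamine Noxa BH3 peptide and terbium anti-His antibody; 0% = Mcl-1 plus Noxa peptide wells and 100% = peptide-only wells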
Rab7 wt GTP bind: modulators of GTP binding to dog Rab7 wildtype GTPase; GST-Rab7 beads, fluorescent GTP binding, flow cytometry; actives lie on both sides; untreated = 100%, excess cold GTP = 0%; GTP binding activity (percent of control), % at 10 µM; 190,000 compounds, 0.055% hits; AID 758;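 active = fluorescent GTP binding to Rab7 beads changed by at least 20 points from the 100% baseline, either direction, mostly lower; inconclusive = compound itself probably fluorescent, or too few beads counted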;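 also: median green fluorescence of bound Bodipy-FL-GTP per Rab7 bead population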
Rac1 wt GTP bind: alters GTP binding to wildtype human Rac1; P63000; GST-Rac1 beads, fluorescent GTP binding, flow cytometry; actives lie on both sides; 0 = cold GTP competed, 100 = untreated; GTP binding activity (% of control), % at 10 µM; 190,000 compounds, 0.27% hits; AID 757;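 active = GTP binding activity at least 20 points away from the 100% control level, either lower or higher; inconclusive = compound flagged as likely green fluorescent, judged across all proteins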
Rac1 mut GTP: human Rac1 activated mutant GTP binding change | P63000 | GST-Rac1 activated beads, fluorescent GTP binding, flow cytometry; actives lie on both sides; 100% means binding = to untreated wells | percent activity (GTP binding), % at 10 µM | 190,000 compounds, 0.11% hits;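 active = GTP binding at least 20 percentage points away from the 100% baseline, in either direction, so actives lie on both sides; inconclusive = Compound likely fluorescent itself, or too few beads counted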
Pf gametocyte: kills late stage P. falciparum gametocytes | inhibition, % at 10.9 µM | 150,000 compounds, 0.065% hits | P. falciparum stage V gametocytes, ATP luminescence, 24 h | AID 743093;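 active = inhibition above the mean plus 3 SD of compounds within the control limits, set per campaign, cut at about 38% in these data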;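 also: 0% = DMSO wells and 100% = medium only without gametocytes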
GSH fluor: compound fluoresces at 488/530 nm on GSH beads | GSH beads flow cytometry, compound fluorescence 488/530 nm; active compounds read high | AID 1776 | 190,000 compounds, 0.25% hits | fluorescence (KMESF) at 10 µM; in the data active = fluorescence above about 89;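 also: glutathione beads carrying GST-tagged Bcl family fusion proteins plus one bare bead set; values are compound well signal with DMSO vehicle wells as background; inactives centre near 16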
Rab2 wt GTP: changes GTP binding to wildtype dog Rab2A, up or down; 190,000 compounds, 0.19% hits; P61105; GST-Rab2 wt beads, Bodipy-GTP binding, flow cytometry; GTP binding activity, % at 10 µM;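 active = GTP binding activity at least 20 points away from 100%, either lowered or raised; inconclusive = signal likely due to the compound's own green fluorescence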;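 also: 0% = beads with excess unlabeled GTP and 100% = no-compound control corrected for plate trend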
HRas wt GTP bind: human HRas wildtype GTP binding, change in either direction; GTP binding activity, % at 10 µM; GST-Ras wt beads, Bodipy-FL-GTP binding, flow cytometry; actives lie on both sides; P01112; AID 759; 190,000 compounds, 0.14% hits;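 active = GTP binding activity at least 20% away from the 100% baseline, either lowered as inhibitor or raised as activator; inconclusive = flagged as likely green fluorescent, judged across all proteins in the well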;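 also: 0% = unlabeled GTP competition control and 100% = no-compound control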
Target sequence (P01112 whole entry, looked up): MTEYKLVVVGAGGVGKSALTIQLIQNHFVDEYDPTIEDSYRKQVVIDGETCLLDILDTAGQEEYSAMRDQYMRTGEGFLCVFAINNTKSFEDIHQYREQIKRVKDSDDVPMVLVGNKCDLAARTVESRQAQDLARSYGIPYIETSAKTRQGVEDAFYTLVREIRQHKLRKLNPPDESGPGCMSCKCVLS
Avidin fluor: compound fluoresces at 488/530 nm on avidin beads | compound fluorescence 488/530 nm, flow cytometry; active compounds read high | fluorescence (KMESF) at 10 µM | 220,000 compounds, 0.38% hits; in the data active = fluorescence above about 47; also: inactives centre near 10
Cdc42 wt GTP: modulators (inhibitors or activators) of GTP binding to human Cdc42 wildtype. 190,000 compounds, 0.2% hits. AID 761. P60953. GST-Cdc42 beads, Bodipy-GTP binding, flow cytometry; actives lie on both sides. percent activity (GTP binding), % at 10 µM;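 active = percent activity GTP binding at least 20 points away from the 100% baseline, either down as inhibitor or up as activator; inconclusive = compound flagged as likely green fluorescent from well-wide comparison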;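 also: median bead fluorescence of bound Bodipy-FL-GTP at 100 nM; 0% = excess unlabeled GTP control and 100% = no compound control; below 100% means less GTP binding so inhibitor and above means activator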
Target sequence (P60953 whole entry, looked up): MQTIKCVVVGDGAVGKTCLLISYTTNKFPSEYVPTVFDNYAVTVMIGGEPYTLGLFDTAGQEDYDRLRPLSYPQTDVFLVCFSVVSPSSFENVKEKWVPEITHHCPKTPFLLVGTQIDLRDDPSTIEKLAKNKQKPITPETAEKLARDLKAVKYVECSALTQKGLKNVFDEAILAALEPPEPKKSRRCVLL
Active calls of the source: *; ? = inconclusive; . = no result given. No enrichment for hits; any-hit rate near 3%.

SMILES	Mcl1 Bid PPI	Mcl1 Noxa PPI	Rab7 wt GTP bind	Rac1 wt GTP bind	Rac1 mut GTP	Pf gametocyte	GSH fluor	Rab2 wt GTP	HRas wt GTP bind	Avidin fluor	Cdc42 wt GTP
CC(C)C1Oc2ccccc2N(CC(=O)N(Cc2ccccn2)CC2CCCO2)C1=O (centres undefined)	-21	-5	107	110	105	-20	7	105	106	8	108
CC(=O)N1C(O)CC(C)N1c1ccccc1 (centres undefined)	-22	-7	106	106	101	.	12	103	106	6	103
Cn1c(=O)c2c(nc(CN3CCN(CCO)CC3)n2Cc2cccc3ccccc23)n(C)c1=O	-15	14	102	104	101	-12	23	107	107	11	107
Cc1ccc(NC(=O)CN2C(=O)S/C(=C\c3ccc(-c4cccc(C(=O)O)c4C)o3)C2=O)cc1C	-76	79*	97	84	82	3	9	82	89	22	79*
Cc1ccc(N2C(=O)C(NC(=O)c3ccccc3F)(C(F)(F)F)C3=C2CC(C)(C)CC3=O)cc1 (centres undefined)	-26	4	102	106	103	-6	11	102	104	13	103
CCOC(=O)N1CCN(S(=O)(=O)c2cc(OCC)ccc2OCC)CC1	-11	6	100	97	98	.	13	98	99	40	100
CNC(=S)N(CCc1ccc(S(N)(=O)=O)cc1)C1CC(=O)N(c2ccccc2F)C1=O (centres undefined)	61*	45	103	100	96	-14	25	98	99	11	96
Fc1ccccc1C(c1nnnn1Cc1ccc2c(c1)OCO2)N1CCN(Cc2ccccc2)CC1 (centres undefined)	-1	-1	100	105	101	.	37	100	102	5	102
CCOC(=O)c1sc(N)c(C(=O)Nc2ccccc2OC)c1C	-17	-4	94	84	91	6	11	90	88	20	89
CSc1nc2ccc(NC(=O)c3cc4ccccc4o3)cc2s1	-3	2	97	97	95	.	19	96	97	12	98
O=C(CCN1CCN(c2ccccc2)CC1)N/N=C/c1ccccc1OC(F)F	-27	18	87	90	93	12	8	91	93	12	93
Nc1c(C(=O)c2ccccc2)sc2snc(SCC(=O)c3ccccc3)c12	-29	21	99	106	99	22	12	99	100	23	103
O=C(COC(=O)c1ccc(Sc2ccccc2)c([N+](=O)[O-])c1)NC1CCS(=O)(=O)C1 (centres undefined)	7	5	98	100	101	-18	12	96	101	14	103
CC(=O)Nc1ccc(S(=O)(=O)NCC2CCC(C(=O)NCc3ccccc3)CC2)cc1 (centres undefined)	3	19	101	95	93	-1	7	98	97	29	97
COc1cc2cccc(OC)c(=O)c2c(O)c1OC	-10	-2	102	101	99	-28	5	98	99	4	103
Nc1nc(Nc2cccc(F)c2)nc2ccccc12	19	41	100	110	102	5	12	106	105	15	104
CCOc1ccc(NC(=O)CC2C(=O)N(c3ccc(OC)cc3)C(=O)N2CCc2ccc(OC)c(OC)c2)cc1 (centres undefined)	-11	16	100	99	98	11	12	99	98	11	98
Cc1cc(C)nc(/N=C(\N)C2=C(O)CC(C)(C)CC2=O)n1	-5	15	95	102	99	7	.	96	100	20	99
CC1(C)CC(=O)C=C(NCc2ccc(Cl)c(Cl)c2)C1	-61	-9	106	107	103	.	6	104	105	6	106
CCc1cc2cc3c(cc2nc1SCC(=O)OC(C)C)OCO3	-14	22	108	99	96	-19	18	99	98	9	96
CCCc1nc(SCC(=O)NNC(=O)c2ccc(OC)cc2)c2ccccc2n1	-18	2	105	98	96	25	23	101	97	10	98
CCOc1ccccc1NC(=O)CN(C)S(=O)(=O)c1ccc(OC)c(C)c1	-19	-30	101	99	94	.	9	100	101	10	102
Cc1cccc(C)c1NC(=S)N(c1ccccc1)C(C)C	-82	17	98	96	95	.	12	96	96	7	100
Cc1ccc(S(=O)(=O)CC(c2ccccc2)N2CCCCC2)cc1 (centres undefined)	-17	-3	96	97	98	4	16	97	101	9	100
O=C(Nc1cccnc1)NC1CCCCC1	3	7	91	100	95	-25	12	96	97	8	102
O=C(O)c1ccc2c(c1)C(=O)N(C(Cc1ccc(O)cc1)C(=O)O)C2=O (centres undefined)	-15	8	93	98	96	-12	4	94	96	7	98
c1ccc(-n2c(SCC3CCCCO3)nnc2-c2cnccn2)cc1 (centres undefined)	-12	-29	?	?	?	.	16	?	?	43	?
Cc1cccc(C(=O)NNC(=O)C(=O)NC(C)(C)C)c1	-17	-7	94	94	94	.	11	94	93	32	95
O=C(Nc1ccc(Cl)c(Cl)c1)Nc1cc(C(=O)NC2CC2)ccc1Cl	-12	-8	98	101	96	.	17	97	96	16	98
O=C(O)c1c2c(nc3ccc(F)cc13)CCC2	6	2	93	95	95	.	23	95	93	3	95
Cc1ccc2nc(C(=O)O)c(C(=O)O)nc2c1	27	15	96	102	98	.	48	98	98	1	100
COc1cc2nc(-c3ccccc3)nc(N3CCCC3)c2cc1OC	-3	14	100	100	99	3	34	100	101	10	102
CC(C)(C)c1cccc(OCCCSc2ncccn2)c1	7	3	95	93	93	33	11	92	95	37	94
NS(=O)(=O)c1ccc(NC(CNS(=O)(=O)c2ccccc2)c2ccccc2)cc1 (centres undefined)	18	19	98	102	100	1	14	96	100	12	102
COc1ccc(/C=C/C(=O)c2oc3ccc(F)cc3c2C)cc1	13	-15	98	104	96	.	19	96	98	2	99
O=C(CCCOc1ccc(Cl)cc1Cl)NNC(=O)C1CCC1	-25	3	93	93	93	11	11	91	93	11	90
CCCCCOc1ccc(C2NC(=O)NC2=O)cc1 (centres undefined)	-19	3	101	102	98	.	22	99	99	10	99
CC(C(=O)Nc1cccc([N+](=O)[O-])c1)n1nnc2ccccc21 (centres undefined)	6	1	104	109	105	-11	22	107	107	34	113
CCCn1c(O)c2ccc(C(=O)N=NC(=O)c3cccnc3)cc2c1O	-28	0	98	99	95	.	8	94	98	8	99
C=CCOc1ccc(C2C(C(=O)c3ccco3)=C(O)C(=O)N2Cc2cccnc2)cc1 (centres undefined)	10	10	98	105	97	.	16	100	98	4	100
O=C(NCc1cccs1)c1nc2c(nnn2Cc2ccccc2Cl)c(=O)[nH]1	-14	9	100	104	97	-2	23	103	102	20	103
Cc1ccc(S(=O)(=O)NC(C(=O)Oc2cc3oc(=O)cc(C)c3cc2Cl)C(C)C)cc1 (centres undefined)	4	13	97	101	101	-30	9	99	99	4	97
CN(Cc1ccccc1)S(=O)(=O)c1ccc(NS(=O)(=O)Cc2ccccc2)cc1	11	6	104	104	98	.	11	100	101	50*	99
Cc1cc(N2CCN(C(=O)c3ccco3)CC2)n2nc(C)c(-c3ccccc3)c2n1	-22	-8	100	96	97	-36	9	99	96	13	98
COCCNS(=O)(=O)c1ccccc1	-29	0	96	114	103	-37	13	99	104	14	107
COCCNC(=S)N1CCC(c2nc(-c3ccc(F)cc3)no2)CC1	-44	8	104	96	93	.	10	96	95	8	93
COc1cc(NC(=O)CCNS(=O)(=O)c2ccc3c(c2)CCC(=O)N3)cc(OC)c1	-4	4	101	102	98	-33	21	98	99	11	102
CN(CCO)C1=NS(=O)(=O)c2cc([N+](=O)[O-])ccc21	9	7	97	100	96	.	19	98	96	6	96
Cn1c(CCCOc2ccc(Cl)cc2Cl)nnc1SCC(=O)Nc1ccc(F)c(Cl)c1	-4	20	99	103	102	5	6	100	103	2	100
CC(C)(C)C1(c2ccccc2)NC(=O)N(CC(=O)N2CCOCC2)C1=O (centres undefined)	-23	-9	103	111	99	-29	42	100	104	4	103
Cc1ccccc1Cn1c(=N)n(CC(O)c2ccco2)c2ccccc21 (centres undefined)	-11	-20	101	101	99	2	31	99	101	4	101
C#CCN(N(C)c1ncc(C(F)(F)F)cc1Cl)S(=O)(=O)c1ccc2ccccc2c1	-1	3	97	104	102	.	25	99	100	21	101
CCOc1cc(C)c(Cl)cc1S(=O)(=O)N(C)C	1	5	101	105	99	.	26	103	103	18	105
CCOP(=O)(OCC)c1nc(-c2ccc(F)cc2)oc1NCc1ccccc1	-23	-7	96	99	97	18	20	98	99	9	94
COc1ccc(-c2[nH]ncc2CNCCn2cccn2)c(F)c1	-59	7	99	98	95	22	18	95	96	7	94
CCCOc1ccc(C(O)(CCC)CCN2CCCCC2)cc1 (centres undefined)	-11	2	101	108	100	.	29	102	103	5	104
O=C1C(Cc2c[nH]c3ccccc23)NC(=S)N1C1CCCCC1 (centres undefined)	4	-10	101	99	99	17	11	97	101	8	97
CCCSc1nc(C)c(C(C)=O)cc1C#N	23	-6	?	?	?	.	48	?	?	9	?
Cc1csc(NC(=O)CSc2nnc(-c3ccc(Cl)cc3)n2N)n1	-26	-8	96	99	100	.	67	101	100	6	100
CCOC(=O)c1c(-c2ccco2)csc1N	-12	23	101	110	95	-24	23	101	101	36	104

Next part.
SMILES	Mcl1 Bid PPI	Mcl1 Noxa PPI	Rab7 wt GTP bind	Rac1 wt GTP bind	Rac1 mut GTP	Pf gametocyte	GSH fluor	Rab2 wt GTP	HRas wt GTP bind	Avidin fluor	Cdc42 wt GTP
CCOC(=O)CS(=O)(=O)c1ccc(O)cc1	-19	-1	95	97	93	-21	18	96	94	9	96
Cc1ccc(-c2ccc(/C=N/O)o2)cc1[N+](=O)[O-]	-3	5	102	102	98	11	15	100	99	11	101
CCOc1ccc2nc(N3CCC(C(=O)N4CCN(c5ccccn5)CC4)CC3)sc2c1	-9	15	101	101	97	.	26	99	98	6	101
COc1cc(CN2CCN(c3ccccc3F)CC2)c([N+](=O)[O-])cc1OC	-19	25	100	104	102	.	10	101	100	13	101
CNc1nnc(-c2cc3cc(Cl)ccc3oc2=O)s1	13	64*	99	106	99	5	7	100	102	19	105
Cc1ccc(OCCn2c(NC(=O)c3ccco3)nc3ccccc32)cc1	-2	3	96	97	95	.	39	95	95	2	96
COC(=O)c1ccc(C(C(=O)NC2CCCCC2)N(C(=O)Cc2cccs2)C2CC2)cc1 (centres undefined)	-15	-5	98	99	98	16	9	99	98	9	98
O=S(=O)(Nc1ncnc2sc3c(c12)CCC3)c1ccc(Cl)s1	28	44	96	99	93	3	34	96	97	14	98
O=C(C1CC1)n1cc(C(=S)N2CCOCC2)c2ccccc21	-23	-10	98	101	99	.	24	106	105	12	103
Cc1ccc(OCC(=O)NNc2c3ccccc3nc3ccccc23)cc1	62*	51*	99	103	101	13	3	97	99	12	100
